Assay outcomes as filed in PubChem.
E coli Lon inh = E. coli protease La inhibition. purified E. coli Lon protease, fluorescence polarization. AID 602123. 0.42% of 360,000 active. P0A9M0. inhibition, % at 7.94 µM; in the data active = inhibition above about 13%, passing the limit was not always enough;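 note: 0% = enzyme with probe and DMSO and 100% = no enzyme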
FAS-TE inh = inhibitors of human fatty acid synthase thioesterase domain; AID 602261; P49327; 0.67% of 360,000 active; recombinant FAS-TE, OMFH fluorogenic substrate, fluorescence endpoint; inhibition, % at 15 µM;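 active = compounds whose normalised, plate-corrected inhibition of enzyme fluorescence in the single-dose primary screen is 50% or more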;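 note: 0% = DMSO with enzyme and 100% = substrate without enzyme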
Rin1-Abl PPI inh = human Rin1-Abl interaction inhibition | P00519+Q13671 | TR-FRET Rin1/Abl binding, biochemical | inhibition, % at 7.35 µM | 0.4% of 360,000 active | AID 588664; in the data active = inhibition above about 5%, passing the limit was not always enough
Neddyl block = blocks human cullin neddylation; 0.58% of 360,000 active; TR-FRET cullin neddylation, biochemical; calls only at 25 µM; P61081+Q13564; in the data active = inhibition above about 36%
bovine MsrA act = activates bovine MsrA enzyme; purified bovine MsrA, absorbance read-out; activation, % at 10.6 µM; 0.3% of 360,000 active; AID 602163; in the data active = activation above about 7.5%;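 note: 0% = vehicle and 100% = reference activator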
Tb MetRS inh = Trypanosoma brucei MetRS inhibition. purified T. brucei MetRS, ATP depletion, Kinase-Glo luminescence. inhibition, % at 11.9 µM. 0.4% of 360,000 active;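 active = inhibition above a per-plate cutoff of the control wells' mean inhibition plus 3 SD, cut at about 5.5% in these data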;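 note: 0% = DMSO wells median and 100% = median of wells with control inhibitor compound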
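technique = Kinase-Glo luminescence, ATP depletion format | system = purified MetRS (methionyl-tRNA synthetase) enzyme from Trypanosoma brucei | timing = 15 min preincubation, 2 h reaction, all 25 °C | evaluation = percent inhibition versus plate control medians | dosing = single dose, 11.9 µM final nominal, 0.9% final DMSO | also added = substrates ATP, L-methionine and bulk Escherichia coli tRNA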
PABP1 MLLE inh = inhibitors of microRNA-mediated deadenylation, human PABP1 MLLE binding; P11940; GST-MLLE / FITC-PAM2 fluorescence polarization; inhibition, % at 20 µM; 0.36% of 360,000 active; AID 588489; in the data active = inhibition above about 35%, passing the limit was not always enough;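 note: plate controls were DMSO wells with GST-MLLE for no effect and wells lacking GST-MLLE protein for full effect; some results filed as inactive read as strong as hits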
MsrA inhibitor = inhibits bovine methionine sulfoxide reductase A; purified bovine MsrA, absorbance read-out; inhibition, % at 15.5 µM; 0.75% of 360,000 active; AID 651718; in the data active = inhibition above about 4.5%;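 note: 0% = vehicle wells with enzyme and 100% = reference inhibitor wells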
CSN deneddyl inh = CSN deneddylation inhibition; Q92905; Purified CSN, SCF-Nedd8-OG deneddylation, fluorescence polarization; inhibition, % at 12.5 µM; 0.38% of 360,000 active; AID 651999;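 active = pattern-corrected inhibition above about 35%, with an unprinted fluorescence ratio check between 0.5 and 1.5, limit read from the data, passing the limit was not always enough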;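 note: 0% = enzyme with substrate and 100% = substrate without enzyme; some results filed as inactive read as strong as hits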
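Detection – fluorescence polarization · System – HEK293T-derived human Csn5 enzyme · Controls – substrate-only high control, full reaction low control · Timing – 90 min, room temperature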
Numbers without * were called inactive; i = inactive; · = no result given; + = active, no number.

Preview:
SMILES	E coli Lon inh	FAS-TE inh	Rin1-Abl PPI inh	Neddyl block	bovine MsrA act	Tb MetRS inh	PABP1 MLLE inh	MsrA inhibitor	CSN deneddyl inh
O=C(COC(=O)/C=C/c1cccs1)Nc1ccc(F)cc1	-5.3	3.9	4.2	i	-3.0	-0.2	-12.7	0.9	-2.1
Cc1cccc(N(Cc2ccccc2)C(=O)CCl)c1	-0.2	6.0	0.7	i	-3.4	0.3	1.4	0.4	2.6
CCCNC(=O)c1ccccc1NS(=O)(=O)c1ccc2c(c1)OCCO2	-1.0	1.0	-1.9	i	-0.6	1.3	3.5	-0.5	-2.1
Cn1c(=O)c2c(nc(NCc3ccccc3)n2CC(=O)NCc2ccccc2)n(C)c1=O	3.6	-7.6	-1.0	i	-1.6	0.6	-3.5	-0.9	-7.3

The whole of this part, from the start:
SMILES	E coli Lon inh	FAS-TE inh	Rin1-Abl PPI inh	Neddyl block	bovine MsrA act	Tb MetRS inh	PABP1 MLLE inh	MsrA inhibitor	CSN deneddyl inh
O=C(COC(=O)/C=C/c1cccs1)Nc1ccc(F)cc1	-5.3	3.9	4.2	i	-3.0	-0.2	-12.7	0.9	-2.1
Cc1cccc(N(Cc2ccccc2)C(=O)CCl)c1	-0.2	6.0	0.7	i	-3.4	0.3	1.4	0.4	2.6
CCCNC(=O)c1ccccc1NS(=O)(=O)c1ccc2c(c1)OCCO2	-1.0	1.0	-1.9	i	-0.6	1.3	3.5	-0.5	-2.1
Cn1c(=O)c2c(nc(NCc3ccccc3)n2CC(=O)NCc2ccccc2)n(C)c1=O	3.6	-7.6	-1.0	i	-1.6	0.6	-3.5	-0.9	-7.3
Oc1ccccc1-c1nnc(COc2ccc(Cl)cc2Cl)o1	10.7	8.8	0.7	i	-8.7	1.1	-6.8	-0.8	-7.8
CCN(CC)S(=O)(=O)c1cccc(NC(=O)c2ccc(SC)cc2OC)c1	3.9	33.0	-0.8	i	-3.3	-0.8	-4.8	-0.2	-9.7
Cc1cc(Nc2ccccc2)n(-c2ccccc2)n1	4.0	-3.8	-0.5	i	-2.8	-0.6	8.3	-0.1	0.1
CCn1cc(Cl)c(C(=O)Nc2cccc(CN3CCOCC3)c2)n1	-7.0	-2.9	-2.2	i	-2.3	-0.6	-10.2	1.5	-1.1
O=C(NCCO)c1ccc(-c2nnc(Nc3ccc(O)cc3)c3ccccc23)cc1	-5.3	0.5	0.0	i	-2.7	-0.2	9.5	1.6	2.1
COC(=O)C[C@H]1c2cc(C(F)(F)F)ccc2S(=O)(=O)N1Cc1ccc(OC)cc1	-11.3	32.1	0.1	i	4.5	0.1	-9.6	-0.1	-5.5
Cc1c(N2C(=O)C(=O)/C(=C(/O)c3ccc(Br)cc3)C2c2cccnc2)c(=O)n(-c2ccccc2)n1C (stereo not drawn)	5.8	-0.5	-8.9	i	-2.1	0.8	-4.5	2.4	-0.5
COc1ccc(-c2[nH]ncc2C=O)cc1	-9.3	-9.2	-4.0	i	0.0	0.1	19.1	-1.1	-3.3
C/C(=N\NC(N)=S)c1ccncc1	-1.0	-6.6	-3.4	i	-2.0	-0.5	2.2	0.0	0.2
CC(C)CN1CC(C)C(=O)N(c2ccccc2)C1=O (stereo not drawn)	-7.0	-6.3	0.7	i	-2.3	-0.1	6.2	-0.3	-1.0
CC1(C)CC(=O)C2=C(C1)N(c1ccccc1)C(N)=C(C#N)C2c1cccnc1 (stereo not drawn)	-1.8	-9.8	-0.1	i	2.2	-0.4	20.9	-0.5	6.5
O=c1nc(N(c2ccccc2)c2ccccc2)[nH]c(=O)[nH]1	-6.7	-7.7	-3.2	i	-1.0	1.1	5.5	0.4	1.8
CC(C)(C)OC(=O)NCCCCCNC(=O)c1[nH]cnc1C(=O)Nc1cc(Br)ccc1F	-5.7	18.5	-1.0	i	0.7	0.3	0.0	-0.4	-1.3
CCCCN(C(=O)c1ccc2c(c1)OCCO2)c1c(N)n(CCCC)c(=O)[nH]c1=O	-3.3	-3.3	-2.2	i	-1.7	-0.5	-13.9	-0.5	-2.7
CNC(=O)CNC(=O)Nc1ccc(C)cc1	-12.0	-10.3	-0.1	i	-9.4	-1.1	16.0	-0.7	4.6
CC(=O)Nc1cc2c(c(Cl)c1Cl)-c1ccccc1C2=O	-1.2	-6.7	0.0	i	-7.9	-0.3	5.6	0.8	2.9
C[N+](C)(C)CCOP(=O)([O-])OC[C@H](O)CO	3.4	-2.5	-0.2	i	-1.6	-0.2	4.4	0.3	-2.5
CSc1nc(-c2ccco2)nn1S(C)(=O)=O	-7.4	-5.5	0.1	i	-1.5	0.3	-115.0	-0.5	4.1
O=C(NOC(=O)c1ccccc1Cl)c1cccs1	1.7	-12.1	3.9	i	-0.2	-0.5	10.5	-0.8	0.5
O=C(OCc1nc2scc(-c3ccccc3)c2c(=O)[nH]1)c1cc(Cl)ccc1[N+](=O)[O-]	-4.1	34.5	2.3	i	-9.6	-0.9	-14.0	-0.3	-2.5
COc1ccc(C(=O)C2CCCN(C(=O)c3cc(C)nc(C)n3)C2)cc1OC (stereo not drawn)	10.5	-3.3	3.3	i	-5.1	0.0	1.6	0.2	9.7
Cc1csc(SCC(=O)Nc2cccc(S(=O)(=O)N3CCOCC3)c2)n1	11.6	-1.0	1.1	i	-2.9	0.5	1.8	0.3	0.0
COCCNC(=O)c1ccc2c3n(nc2c1)-c1ccc(C)cc1CO3	-8.9	-1.6	-4.6	+	0.4	-0.1	-20.5	0.8	107.4
O=C(Cc1n[nH]c(=O)c2ccccc12)Nc1ccc(-c2nnc3n2CCCCC3)cc1	-2.4	-5.8	6.1	i	-6.3	-0.8	-45.6	0.0	1.4
COc1ccc2[nH]c(C)c(-c3csc(N)n3)c2c1	-27.1	-1.9	-4.1	i	-1.6	-0.2	-2.7	0.8	6.1
Cc1cccc(-c2nnc3n2N=C(c2ccccc2Br)CS3)c1	-8.8	3.4	-2.2	i	-2.0	-0.5	-21.0	-0.3	-4.0
CC(C)C[C@@H]1CC2=C(C(=O)OC(C)(C)O2)[C@H](CCc2ccccc2)O1	1.4	16.6	·	i	-2.0	0.2	·	-1.0	-0.4
Clc1ccc(-n2c(SC/C=C/c3ccccc3)nnc2-c2cccnc2)cc1	-1.4	24.1	-0.9	i	-2.4	-0.4	-36.5	1.6	-0.1
O=C(Cc1coc2ccc3ccccc3c12)N1CCCC1	-1.0	-8.3	0.1	i	-9.3	-0.8	11.7	-0.7	-4.8
CCOC(=O)c1cn(CC)c2ccc(Br)cc2c1=O	-10.7	-5.5	1.9	i	-2.8	-0.1	-81.4	2.0	-1.4
COC(=O)c1ccc2c(c1)C(NC(C)=O)CCc1cc(OC)c(OC)c(OC)c1-2 (stereo not drawn)	1.7	-9.1	4.0	i	-2.7	-0.3	0.5	-0.6	-2.0
N#C/C(=C(/O)COc1cccc2ccccc12)c1nc2ccccc2[nH]1	-4.5	-4.4	-0.7	i	-4.0	-0.2	-8.6	·	3.9
CN(C)c1cc[n+](/C(C(=S)Nc2ccc(SC(F)F)cc2)=C(/[O-])c2ccccc2)cc1	2.3	-2.3	-3.2	i	-2.2	-0.3	0.9	0.0	5.4
CC(=O)c1cccc(NC(=O)N2CCC(c3ccc(C)cc3)C2)c1 (stereo not drawn)	11.8	8.5	2.1	i	6.9	-1.0	8.7	0.8	-0.1
CCc1ccc(NC(=O)CC2C(=O)NCCN2C(=O)c2ccc(F)cc2)cc1 (stereo not drawn)	-3.3	5.3	-0.3	i	-5.0	-0.4	4.8	-1.1	6.2
CCC(=O)Nc1nnc(S(=O)(=O)N2CCCC2)s1	-6.6	-11.3	0.0	i	-8.4	-0.3	0.3	0.3	5.0

Single records, from the list above. Order of screens: E coli Lon inh | FAS-TE inh | Rin1-Abl PPI inh | Neddyl block | bovine MsrA act | Tb MetRS inh | PABP1 MLLE inh | MsrA inhibitor | CSN deneddyl inh
CN(C)c1cc[n+](/C(C(=S)Nc2ccc(SC(F)F)cc2)=C(/[O-])c2ccccc2)cc1 is listed with 2.3 | -2.3 | -3.2 | i | -2.2 | -0.3 | 0.9 | 0.0 | 5.4
CCC(=O)Nc1nnc(S(=O)(=O)N2CCCC2)s1 is listed with -6.6 | -11.3 | 0.0 | i | -8.4 | -0.3 | 0.3 | 0.3 | 5.0

Later entries
SMILES	E coli Lon inh	FAS-TE inh	Rin1-Abl PPI inh	Neddyl block	bovine MsrA act	Tb MetRS inh	PABP1 MLLE inh	MsrA inhibitor	CSN deneddyl inh
CC(C)CNc1nc(Oc2ccc(=O)[nH]n2)nc(N(C)C)n1	8.4	-5.7	0.1	i	-2.5	-0.1	5.2	-0.3	-10.1
CSCCC(c1nc2ccccc2[nH]1)n1c(C)nc2ccccc21 (stereo not drawn)	-5.0	-2.8	·	i	-3.6	3.6	·	-0.1	-2.2
O=C(O)COCC(=O)N1CCCN(c2ccc(C(F)(F)F)cn2)CC1	1.6	-4.0	2.0	i	-2.9	-0.5	3.3	0.4	-4.4
COc1cc(NC(=O)CN(C)C2CCCCC2)c(C)cc1[N+](=O)[O-]	4.0	17.0	-1.9	i	-3.3	-0.1	5.9	0.1	2.8
COc1ccc(C2CC(c3ccc(F)cc3)Nc3nc(N)nn32)cc1 (stereo not drawn)	-13.5	-4.8	1.6	i	-2.6	0.2	-2.0	-1.6	1.7
CCOC(=O)N1CCN(C(=O)CN(Cc2ccc(Cl)cc2)S(=O)(=O)c2ccccc2)CC1	2.6	5.4	-1.6	i	-2.5	0.1	2.9	0.4	2.4
COCC(C)NC(=O)C1c2ccccc2Oc2ccccc21 (stereo not drawn)	-8.4	-4.8	0.9	i	-2.8	0.2	-8.3	0.7	1.9
Cn1cc(C2NC(=O)c3ccccc3N2)c2ccccc21 (stereo not drawn)	-11.8	-1.4	0.4	·	-1.7	-0.2	-12.8	1.8	-5.3
CN(Cc1ccccc1)C(=O)c1ccc2nc([C@H]3C[C@H](O)[C@@H](CO)O3)[nH]c2c1	-1.4	-8.4	-1.7	i	-3.4	0.0	-11.8	0.5	-2.9
Cc1oc(C(C)(C)C)cc1C(=O)N1CCCC1C(=O)O (stereo not drawn)	-7.4	-9.2	0.7	i	-10.1	-2.1	5.2	2.9	2.0
O=C(NCCn1ccc2ccccc21)c1ccc(S(=O)(=O)N2CCOCC2)cc1	-8.2	-4.0	-2.8	i	-2.1	0.1	-2.2	-0.2	-1.8
O=C(Cn1cc2c(n1)CCCCC2)N1CCc2ccccc21	-4.5	1.0	-1.1	i	-3.4	0.1	8.8	0.1	1.7
Cc1cccc(NC(=O)C2CCN(C(=O)[C@@H]3Cc4ccccc4CN3)CC2)c1	-5.0	-4.4	1.6	i	-1.2	0.0	12.7	-0.1	-0.2
Cc1cccc(NS(=O)(=O)c2cccc(C(=O)NCC(c3ccco3)N3CCCCC3)c2)c1 (stereo not drawn)	-15.2	4.9	0.3	i	-3.6	-0.4	-1.0	0.2	0.5
NC(=O)c1nsc(C(=O)N(c2cccc(O)c2)C(C(=O)NC2CCCC2)c2ccc(Cl)cc2)c1N (stereo not drawn)	13.0	4.8	-0.6	i	4.8	-0.3	5.9	-1.2	5.0
O=C(Nc1cccc(Oc2ccc3c(c2)C(=O)NC3=O)c1)c1cccs1	-21.3	14.5	4.1	i	-3.8	-0.4	-4.7	0.9	-11.2
COC(CNC(=O)c1ccc2c3c(onc13)-c1ccccc1C2=O)OC	31.2	4.9	-13.5	i	1.3	0.5	i	0.9	-2.6
CCC1CCCCN1CCNC(=O)CCS(=O)(=O)c1ccc(Br)cc1 (stereo not drawn)	3.4	-4.1	-2.6	i	-3.6	0.1	-2.0	0.1	-1.9
Cc1nn(C)cc1CNC(=O)C1(C)CC1(Cl)Cl (stereo not drawn)	2.2	-11.3	-3.6	i	-2.0	-0.6	10.8	-1.7	-1.5
